Source: PubChem BioAssay (Broad Institute)
Xi reactivation: X-chromosome reactivation activator | AID 743238 | activation, % at 7.58 µM | 360,000 tested, 0.055% active | XiGFP mouse fibroblasts, % GFP-positive cells imaging, 3 d; cells co-treated with 5-aza-dC sensitizer; scaled so ellipticine positive control = 100%;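 active = mean normalized replicate activation at least 10% and every replicate at or above 10%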;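 also: 0% = median of on-plate neutral control wells and 100% = ellipticine 6 µM median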
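Material: XiGFP fibroblasts, SV40-immortalized. Buffer or medium: DMEM plus 5-aza-dC sensitizer. Compound: single concentration per compound, delivered by pin transfer. Times: 3 days compound exposure. Controls: ellipticine 6 µM.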
CFTR F508del cor: correctors of CFTR F508del function in bronchial epithelial cells. 350,000 tested, 0.36% active. activity (quench increase), % at 7.58 µM. CFBE cells, YFP halide quenching; stimulated with forskolin plus potentiator P3; % fluorescence drop versus neutral controls. AID 720511;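 active = mean added fluorescence quench of at least 8% versus neutral control, with both replicates also reaching 8%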;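 also: cells transiently co-express mutant CFTR-F508del with the halide-sensitive YFP; corrector assay measuring rescue of mutant channel to the surface after 24 h compound exposure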
RAD52 anneal inh: inhibitors of human RAD52 DNA annealing | P43351 | recombinant RAD52 DNA annealing, FRET fluorescence | inhibition, % at 18.7 µM | 360,000 tested, 0.46% active | AID 651710;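 active = every replicate showing at least 50% inhibition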
Target sequence (P43351 whole entry, looked up): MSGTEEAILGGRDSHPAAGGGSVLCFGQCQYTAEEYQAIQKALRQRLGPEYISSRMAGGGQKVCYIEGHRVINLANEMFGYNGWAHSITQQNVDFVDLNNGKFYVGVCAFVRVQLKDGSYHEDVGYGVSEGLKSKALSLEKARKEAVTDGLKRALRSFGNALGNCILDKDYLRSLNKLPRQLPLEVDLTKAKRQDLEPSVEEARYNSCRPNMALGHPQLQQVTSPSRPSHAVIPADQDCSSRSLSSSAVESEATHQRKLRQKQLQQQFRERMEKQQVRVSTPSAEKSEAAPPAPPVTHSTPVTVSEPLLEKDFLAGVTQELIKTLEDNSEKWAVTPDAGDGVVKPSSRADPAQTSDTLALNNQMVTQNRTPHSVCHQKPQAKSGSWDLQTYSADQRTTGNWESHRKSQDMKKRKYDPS
ERAP1 HTS inh: inhibitors of human ERAP1 aminopeptidase; Q9NZ08; recombinant ERAP1, Leu-AMC fluorescence, 60 min; inhibition, % at 10.7 µM; 340,000 tested, 0.15% active; AID 652197;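 active = mean replicate inhibition of at least 30%, or all replicates individually reaching that 30% level; inactive = mean below 30% and not every replicate reaching it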;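 also: 0% = neutral control wells and 100% = L-leucinethiol positive control wells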
RAD54 inh: blocks human RAD54 Holliday junction branch migration; FAM/BHQ fluorescence; inhibition, % at 10.4 µM; 360,000 tested, 0.14% active;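 active = mean normalized replicate activity at least 40 and at least half of replicates scoring 40 or more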;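 also: 0% = median of neutral control wells and 100% = median of positive control wells; inhibitors cause a drop in the FAM fluorescence signal; in these data hits start at about 50%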
ARNT-TACC3 inh: disruptors of human ARNT/TACC3 interaction. AID 623870. AlphaScreen His-ARNT PAS-B/GST-TACC3 binding, luminescence; TACC3 fragment carries E629A point mutation. 390,000 tested, 0.66% active. inhibition, % at 9.99 µM;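 active = mean inhibition of replicates at least 50% and at least half of replicates each reaching 50%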;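 also: 0% = complete ARNT plus TACC3 wells and 100% = ARNT alone without TACC3; many hits fall short of the cut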
esBAF inh: SWI/SNF esBAF complex inhibition; mouse ES cells, Bmi1-luciferase knock-in reporter, 24 h; 100% = twice the neutral-well signal; reporter increase, % at 12.5 µM; 350,000 tested, 2% active; in the data active = activation above about 40%;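 also: 0% = median of the plate's neutral control wells and 100% = double that signal; a rise in the Bmi1 reporter signal indicates esBAF inhibition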
INS-1E GSIS act: GLuc luminescence reporter in INS-1E cells, primary screen for activators of glucose-dependent secretion of insulin | INS-1E GLuc reporter insulin secretion, 2-3 h | activation, % at 16.6 µM | 370,000 tested, 0.61% active | AID 743287;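 active = lowest replicate activation of at least 40%, so every replicate reaches that level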;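 also: 0% = median of neutral control wells and 100% = median of IBMX positive control wells; some compounds called inactive have numbers as strong as hits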
Starred values were filed as active, the others as inactive; x = not tested or not shown.

molecule | Xi reactivation | CFTR F508del cor | RAD52 anneal inh | ERAP1 HTS inh | RAD54 inh | ARNT-TACC3 inh | esBAF inh | INS-1E GSIS act
CCc1ccc([C@@H]2CC=C(C(=O)O)CN2S(=O)(=O)c2ccc(C)cc2)cc1 | 0.4 | -1.0 | 15 | -5 | 2 | -6 | 3 | 3
COc1ccc(CN(Cc2ccc(C(=O)O)cc2)C(=S)Nc2ccccc2Cl)cc1OC | 0.4 | -1.0 | -12 | -1 | -6 | -5 | -9 | 3
O=C(Nc1ccc(S(=O)(=O)N2CCCCC2)cc1)c1ccc(Cl)nc1 | 0.3 | -1.7 | -22 | -1 | -3 | 1 | -21 | -27
C[C@@H]1CN([C@H](C)CO)C(=O)c2cc(NS(=O)(=O)c3cccs3)ccc2O[C@@H]1CN(C)C(=O)Nc1ccccc1 | 0.0 | -2.2 | -12 | -4 | -10 | 2 | -1 | -1
CN1C(=O)c2cc(NC(=O)Cc3cccs3)ccc2OC[C@@H]2O[C@H](CC(=O)NCCCN3CCOCC3)CC[C@@H]21 | 0.0 | 2.0 | 13 | 1 | -2 | -4 | -6 | 3
COc1ccc(OC)c(-c2cc(C(=O)NC3CCCC3)c3ccccc3n2)c1 | 0.4 | -1.1 | -25 | -1 | -5 | 6 | -12 | 17
COc1ccc(CNC(=O)CN(Cc2ccco2)C(=O)CNS(=O)(=O)c2ccc(C)cc2)cc1 | 0.0 | 1.2 | -13 | -6 | 1 | -5 | 1 | 1
Cc1ccc2c(c1)C(=O)C(=O)N2CC(=O)Nc1ccc(N2CCOCC2)cc1 | 0.6 | 4.9 | -3 | 4 | 3 | 3 | -11 | -6
O=C1Cc2ccccc2C(=O)N1c1ccc(F)cc1Cl | 0.1 | -1.5 | -3 | 0 | 3 | -2 | -1 | -1
COc1cc(NC(=S)N(C)CCC#N)c(OC)cc1Cl | 0.0 | -1.3 | -13 | -4 | x | 1 | x | x
CO[C@@H](CN(C)S(=O)(=O)c1cn(C)cn1)[C@@H](C)CN(C(=O)Nc1ccc(C(F)(F)F)cc1)[C@H](C)CO | x | -1.2 | -2 | 1 | -10 | -6 | 2 | x
COc1cc(Br)cc(CN2CCN(C=O)CC2)c1O | x | 1.0 | -9 | 0 | -6 | -10 | -4 | -6
C[C@H](CO)N1C[C@H](C)[C@H](CN(C)Cc2cccc(C(F)(F)F)c2)OCc2cnnn2CCCC1=O | 0.3 | 1.5 | x | x | x | x | -4 | -3
O/N=C/c1ccc2cccc(O)c2n1 | 0.6 | 4.4 | -8 | x | 3 | 57* | 4 | 3
Cc1noc(C)c1NC(=O)N(C)C[C@@H]1OCCCC[C@@H](C)Oc2ccc(N(C)C)cc2C(=O)N([C@H](C)CO)C[C@@H]1C | 0.0 | -2.2 | x | x | x | x | 0 | 1

Following part.
molecule | Xi reactivation | CFTR F508del cor | RAD52 anneal inh | ERAP1 HTS inh | RAD54 inh | ARNT-TACC3 inh | esBAF inh | INS-1E GSIS act
Cc1ccccc1S(=O)(=O)NCC[C@@H]1CC[C@@H](NC(=O)Nc2cccc(F)c2)[C@@H](CO)O1 | 0.0 | 1.6 | -5 | 1 | 6 | 2 | 11 | -23
CCCOc1ccc(C(=O)ON=C2CCN(C)CC2)cc1 | 0.0 | x | 6 | -7 | 4 | 0 | x | 1
CSCCC(C(=O)NCc1ccccc1)n1c(Cc2cc(F)cc(F)c2)nc2ccccc21 (stereo unspecified) | 0.3 | 0.4 | -13 | -2 | x | x | x | -23
COC(=O)c1cc(-c2cccc(OC)c2)c2c(=O)[nH]c(=O)n(C)c2n1 | 0.0 | -0.6 | -11 | -1 | -1 | -7 | -4 | 16
O=S(=O)(c1ccccc1)C1Cc2ccccc2C1Cl (stereo unspecified) | 0.0 | -0.2 | -9 | -2 | -3 | x | x | 14
Nc1nc(N)c2ncc(C(=O)CCc3ccccc3)nc2n1 | 0.0 | -3.2 | -34 | 0 | -2 | 32 | -5 | 9
CN(C)CCCNC(=O)C[C@H]1C=C[C@@H](NC(=O)c2ccccc2F)[C@@H](CO)O1 | -0.4 | 1.8 | 6 | 2 | -2 | -8 | 0 | -10
CN(C)C1=NCCN1CCCC1CCCCC1 | 0.0 | 1.8 | 14 | -2 | -15 | -5 | -7 | 16
CN1CCN(C(=S)c2ccc(N(C)C)cc2)CC1 | x | -1.3 | -6 | 7 | -4 | 20 | x | 5
COc1ccc(C(=O)NCC(=O)N2CCC(Cc3ccccc3)CC2)cc1OC | 0.0 | -0.7 | -9 | -2 | -2 | 2 | -2 | -12
COc1ccc(S(=O)(=O)NCCc2ccccc2)cc1 | x | x | x | x | -3 | 5 | 7 | 1
C[C@@H]1CN([C@@H](C)CO)C(=O)c2cccc(NS(C)(=O)=O)c2O[C@@H]1CN(C)CC1CC1 | -0.2 | 2.3 | 11 | -3 | 5 | -5 | -4 | 7
C[C@H]1CN([C@@H](C)CO)S(=O)(=O)c2ccc(-c3ccc(F)cc3)cc2O[C@H]1CN(C)Cc1cccc(F)c1 | 0.2 | 4.6 | x | x | x | x | -9 | -18
CCO[C@H]1OC(C(=O)O)=C[C@@H](c2ccc(Br)cc2)[C@@H]1CCCO | x | -2.8 | -5 | 2 | -3 | 7 | x | x
COc1ccc(CCN(C)C(=O)c2ccc(COc3ccccc3)o2)cc1OC | 0.1 | 3.5 | -3 | 3 | -1 | 5 | 1 | 15

The list continues:
molecule | Xi reactivation | CFTR F508del cor | RAD52 anneal inh | ERAP1 HTS inh | RAD54 inh | ARNT-TACC3 inh | esBAF inh | INS-1E GSIS act
Cc1cc(C(=O)COC(=O)c2ccncc2)c(C)n1CCc1ccc(F)cc1 | 0.0 | 1.3 | -47 | -2 | x | -2 | x | 2
Cc1cc(C)c2nc(N3C(=O)C(O)=C(C(=O)c4ccco4)C3c3ccco3)sc2c1 (stereo unspecified) | 0.0 | 3.7 | -31 | -7 | -8 | 6 | x | -5
COc1cccc(C(=O)OCC(=O)c2c(N)n(C)c(=O)n(C)c2=O)c1 | 0.2 | -5.8 | -1 | -4 | 4 | -4 | 4 | 21
COc1ccccc1N1CCN(C(CNS(C)(=O)=O)c2cccnc2)CC1 (stereo unspecified) | 0.1 | -1.3 | -17 | 3 | 4 | 2 | x | 1
C[C@@H]1CN([C@H](C)CO)C(=O)c2cc(NS(=O)(=O)c3ccccc3)ccc2O[C@@H](C)CCCCO[C@H]1CN(C)C(=O)Nc1ccccc1 | 0.3 | -1.8 | -6 | 0 | 2 | -17 | 5 | -22
COc1cccc(CN(C)C(=O)CCc2nnc(-c3ccsc3)o2)c1 | 0.0 | -0.3 | 1 | 2 | x | 1 | x | 3
CCC(=O)N1CC(=O)N2[C@H](CO)[C@H](c3ccc(C#CC4CCCC4)cc3)[C@H]2C1 | 0.0 | 1.1 | -11 | 1 | x | x | x | -4
Cc1ccc2c(c1)C1CC(C)(O2)N(c2cccc(C(=O)NCc3ccccn3)c2)C(=O)N1 (stereo unspecified) | 0.1 | 1.6 | -1 | -4 | -4 | 2 | -2 | -11
O=C(c1[nH]c(C(F)(F)F)nc1-c1ccccc1)N1CCOCC1 | 0.2 | -1.4 | -3 | 8 | -2 | x | -2 | 2
CCCn1c(=O)[nH]c(=O)c2c1nc(-c1ccc(OC)c(Br)c1)n2CCOC | 0.3 | -0.6 | -9 | 7 | x | 15 | x | 6
Cc1ccc(C(=O)NC2CC3CCCC(C2)N3C(=S)NCc2ccco2)cc1 (stereo unspecified) | 0.0 | -4.4 | -84 | -3 | -6 | 8 | 9 | -19
C[C@H](CO)N1C[C@H](C)[C@H](CN(C)Cc2ccc(Cl)c(Cl)c2)Oc2c(NC(=O)NC3CCCCC3)cccc2C1=O | -0.1 | 7.8 | -9 | 0 | -2 | 4 | 3 | -41
C[C@@H]1CCCCO[C@@H](CN(C)Cc2ccc3c(c2)OCO3)[C@H](C)CN([C@@H](C)CO)C(=O)c2cc(NC(=O)NC3CCCCC3)ccc2O1 | 0.0 | 1.0 | 18 | 1 | 4 | -1 | -1 | -11
CCOC(=O)N1CCN(C(=O)c2ccc(Cn3c(=S)[nH]c4cc(OCC)c(OCC)cc4c3=O)cc2)CC1 | 0.0 | -3.6 | -12 | -3 | -14 | 3 | -9 | 8
COc1ccc(N(CC(=O)NCCC2=CCCCC2)S(=O)(=O)c2ccccc2)cc1OC | 0.0 | -0.6 | -3 | -1 | 5 | 2 | -11 | 5

Complete entries as entered above. Screens in order: Xi reactivation, CFTR F508del cor, RAD52 anneal inh, ERAP1 HTS inh, RAD54 inh, ARNT-TACC3 inh, esBAF inh, INS-1E GSIS act
Entry for O=C(Nc1ccc(S(=O)(=O)N2CCCCC2)cc1)c1ccc(Cl)nc1 : 0.3, -1.7, -22, -1, -3, 1, -21, -27
Entry for COc1ccc(S(=O)(=O)NCCc2ccccc2)cc1 : x, x, x, x, -3, 5, 7, 1
Entry for O=C(c1[nH]c(C(F)(F)F)nc1-c1ccccc1)N1CCOCC1 : 0.2, -1.4, -3, 8, -2, x, -2, 2

The list goes on:
molecule | Xi reactivation | CFTR F508del cor | RAD52 anneal inh | ERAP1 HTS inh | RAD54 inh | ARNT-TACC3 inh | esBAF inh | INS-1E GSIS act
COc1ccc(CCC(=O)Nc2ccc(S(=O)(=O)NC3=NCCCCC3)cc2)cc1 | 0.2 | 0.5 | -14 | -6 | -8 | x | -3 | 15
CCOC(=O)C(NC(C)=O)C(OC(C)=O)c1cccc(N(CCO)CCO)c1 (stereo unspecified) | x | x | x | x | 5 | -2 | -2 | 21
CN1c2ccc(Br)cc2[C@H]2[C@H](CCN2C(=O)C2CCCCC2)[C@@H]1CO | 0.0 | 2.7 | -8 | 0 | -5 | -1 | 1 | -7
O=C(NCC[C@@H]1CC[C@H](NS(=O)(=O)c2cccc(Cl)c2)[C@H](CO)O1)c1cnccn1 | 0.0 | 1.8 | 6 | 0 | -2 | -31 | -2 | -7
CCn1ccnc1CN(C)Cc1cn(-c2cccc(C)c2)nc1-c1cccc(F)c1 | -0.4 | 0.9 | -7 | 2 | 13 | 14 | -1 | -48
Cc1nc(Oc2ccc(Cl)cc2)c2oc3ccccc3c2n1 | x | x | 7 | 4 | 1 | 0 | 3 | 22
Cn1cccc1/C=N/NC(N)=S | 0.0 | -1.1 | -4 | 1 | 6 | -3 | 2 | -6
Cc1onc(-c2ccccc2)c1C(=O)Nc1nncs1 | 0.1 | -2.4 | -16 | 0 | x | -7 | -1 | 35
C[C@@H]1CN([C@@H](C)CO)C(=O)Cc2cc(NS(C)(=O)=O)ccc2O[C@H]1CN(C)S(=O)(=O)c1ccc(F)cc1 | 0.0 | -1.4 | -8 | 2 | 14 | -2 | -1 | 10
Oc1c(C(c2ccco2)N2CCOCC2)sc2ncnn12 (stereo unspecified) | 0.3 | -0.6 | -25 | 12 | -1 | -6 | 0 | x
Nc1c2c(=O)[nH]c(O)cc2nn1-c1ccccc1 | 0.3 | -1.3 | -3 | 1 | -10 | -28 | -1 | -7
CCS(=O)(=O)N1CCC2(CC1)CN(Cc1ccc3c(c1)OCO3)[C@@H](CO)c1[nH]c3cc(OC)ccc3c12 | 0.2 | -1.2 | -1 | 2 | x | x | x | 1
COc1ccc(OCC(=O)N/N=C(\C)CC(=O)Nc2cccc([N+](=O)[O-])c2)cc1 | -0.2 | -2.4 | -2 | 0 | x | -4 | x | 6
COc1ccc(N2CCN(C(=O)C3=NNC(=O)CC3)CC2)cc1 | 0.3 | -0.6 | 4 | -3 | 9 | 22 | -1 | -5
CC1(C)Cc2nc3sc4c(N(CCO)CCO)ncnc4c3cc2CO1 | x | x | -4 | -2 | -5 | 2 | 34 | -4
C=CCn1c(SCC(=O)c2ccc(O)c(O)c2)nnc1-c1ccc(OC)cc1 | 0.0 | 1.1 | -10 | -5 | -1 | 7 | -40 | -9
